# TNAP inh hiacc: TNAP (human) inhibition, high acceptor; purified TNAP, CDP-star luminescence, 1 M DEA; P05186; inhibition, % at 20 µM; hit rate 0.03% among 200,000;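 active = over 50% inhibition of tissue-nonspecific alkaline phosphatase at 20 µM in the single-dose screen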;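 also: plate controls were DMSO wells for no effect and EDTA-quenched wells as full inhibition for full effect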
# TNAP act hiacc: increases human TNAP activity under high phosphate acceptor concentration. P05186. purified TNAP, CDP-star luminescence, 1 M DEA, 30 min; hits give high values; 0 = EDTA background, 1 = DMSO-only activity. activation factor at 20 µM. 200,000 tested, under 10 active;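 active = activation factor at least 2 at 20 µM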
#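 Test system – human TNAP · Doses – 20 µM single point · Incubation – 30 min, room temperature · Signal – luminescent substrate turnover signal · Read-out basis – activation factor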
# TNAP inh noacc: blocks human TNAP activity with no phosphate acceptor present; P05186; purified TNAP, CDP-star luminescence, 30 min; inhibition, % at 20 µM; hit rate 0.26% among 200,000; AID 1012;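 active = tissue-nonspecific alkaline phosphatase inhibition above about 50% at 20 µM in the single-dose screen, limit read from the data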;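 also: 0% = DMSO negative control and 100% = EDTA positive control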
# PMI activator: activators of human phosphomannose isomerase. purified human PMI, coupled resazurin fluorescence, 20 min; hits give high values; 1 = vehicle control, 0 substrate-free wells. activation factor at 20 µM. hit rate 0.005% among 190,000. P34949;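 active = activation factor of 2 or more at 20 µM, relative to plate controls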
# Target sequence (P34949 whole entry, looked up): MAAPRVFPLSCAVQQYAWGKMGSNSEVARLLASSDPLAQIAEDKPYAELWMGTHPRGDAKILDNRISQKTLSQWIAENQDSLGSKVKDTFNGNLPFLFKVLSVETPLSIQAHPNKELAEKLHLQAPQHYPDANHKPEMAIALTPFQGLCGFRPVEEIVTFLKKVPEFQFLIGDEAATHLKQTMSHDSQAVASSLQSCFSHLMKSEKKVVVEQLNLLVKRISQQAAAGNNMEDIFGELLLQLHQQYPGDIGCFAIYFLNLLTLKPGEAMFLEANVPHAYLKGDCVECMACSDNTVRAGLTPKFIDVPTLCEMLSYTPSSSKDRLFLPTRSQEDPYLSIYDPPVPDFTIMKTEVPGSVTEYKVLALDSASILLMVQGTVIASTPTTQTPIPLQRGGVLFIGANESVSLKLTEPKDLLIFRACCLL
# Diaph inh CS: diaphorase inhibition or chemical oxidation counter-screen | inhibition, % at 20 µM | hit rate 0.69% among 190,000 | diaphorase resazurin-to-resorufin fluorescence, NADH, 16 min; bacterial (C. kluyveri) enzyme, not human;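 active = primary screen inhibition at 20 µM above a set limit, cut at about 50% in these data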;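 also: plate controls were DMSO with full reaction for no effect and wells lacking NADH for full effect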
#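 Assay system – diaphorase enzyme from Clostridium kluyveri · Amount – diaphorase 0.14 U/mL (working solution) · Times – reaction incubation of 16 min at room temperature · Controls – No-NADH positive control and DMSO neutral control · Signal – resorufin fluorescence 544/590 nm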
# HMGR II inh: inhibitors of class II HMG-CoA reductase from Enterococcus faecalis; inhibition, % at 10 µM; hit rate 0.41% among 190,000; AID 1066; purified E. faecalis HMGR, NADPH absorbance 340 nm kinetic;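 active = inhibition above a set limit, the median over all tested compounds plus 3 SD, cut at about 9.5% in these data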;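 also: enzyme runs in reverse so mevalonate oxidation gives rising NADPH absorbance; 0% = complete reaction with DMSO and 100% = background rate lacking mevalonate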
# G6PDH CS: L. mesenteroides G6PDH inhibition counter-screen; Purified L. mesenteroides G6PDH, diaphorase/resazurin coupled fluorescence, 45 min; inhibition, % at 5 µM; hit rate 0.12% among 200,000; AID 1020; in the data active = inhibition above about 50%
# Diaph act CS: diaphorase activation or chemical reduction counter-screen. Diaphorase/resazurin coupled assay, resorufin fluorescence, 16 min; hits give high values; 1 = vehicle wells, 0 = NADH-free wells. activation factor at 20 µM. hit rate 0.005% among 190,000;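 active = diaphorase activity raised at least twofold by the compound at 20 µM; inactive = activation factor below 2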
#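 Material: bacterial diaphorase enzyme (C. kluyveri); amount: enzyme 0.07 U/mL final; reagent: NADH substrate 0.114 mM plus resazurin dye 0.1 mM, final; doses: single compound dose of 20 µM, 1% DMSO final; timing: 16 min enzyme reaction, ambient temperature; measured by: fluorescence of resorufin, 544 nm excitation, 590 nm emission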
# PMI act hi M6P: activators of human phosphomannose isomerase at near-saturating mannose 6-phosphate. coupled PMI enzyme assay, resazurin fluorescence, 20 min; hits give high values; 1 = untreated enzyme, 0 = substrate-free blank. activation factor at 20 µM. hit rate 0.34% among 190,000. AID 1216;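 active = activation factor of 2 or more at 20 µM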
#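 Test system: human PMI in coupled enzyme assay; Input: PMI at 15 ng/mL final; Medium: HEPES buffer, pH 7.4; Schedule: 20 min incubation at room temperature; Technique: resorufin fluorescence at Ex 544/Em 590 nm; Compound: 20 µM single dose; Probe or stimulus: Near-saturating mannose-6-phosphate, 1.0 mM.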
# FLuc act counter: affects firefly luciferase, flagging false hits in luciferase stimulation screens. AID 1027. P08659. activation factor at 10 µM. 200,000 tested, under 10 active. ATPlite luciferase biochemical, luminescence, 10 min; 0 = ATP-free wells, 1 = DMSO control;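 active = luciferase activation factor, scaled between plate controls, of at least 2 with compound at 10 µM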
# Target sequence (P08659 whole entry, looked up): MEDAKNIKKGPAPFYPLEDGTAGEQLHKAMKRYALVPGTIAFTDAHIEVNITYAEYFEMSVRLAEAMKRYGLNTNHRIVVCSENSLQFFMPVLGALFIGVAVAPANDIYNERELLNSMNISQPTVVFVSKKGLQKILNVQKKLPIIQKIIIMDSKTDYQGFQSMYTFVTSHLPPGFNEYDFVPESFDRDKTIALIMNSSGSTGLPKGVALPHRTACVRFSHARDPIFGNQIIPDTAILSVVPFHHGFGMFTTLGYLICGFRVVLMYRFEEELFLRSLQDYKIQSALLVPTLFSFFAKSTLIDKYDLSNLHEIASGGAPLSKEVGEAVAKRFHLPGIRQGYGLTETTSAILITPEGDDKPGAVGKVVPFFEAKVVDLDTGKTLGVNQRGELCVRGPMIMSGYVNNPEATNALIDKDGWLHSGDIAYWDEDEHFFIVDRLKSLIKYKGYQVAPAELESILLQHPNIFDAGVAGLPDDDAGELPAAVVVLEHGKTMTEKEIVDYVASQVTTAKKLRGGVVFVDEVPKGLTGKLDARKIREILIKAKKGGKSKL
#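 Material: Luciferase/luciferin reagent mix | Doses: Test compounds dosed from 2 mM stocks in 100% DMSO | Timing: 10 min incubation after luciferase reagent addition, room temperature | Measured by: Luminescence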
# An asterisk follows results filed as active; . = not tested or not shown.
SMILES,TNAP inh hiacc,TNAP act hiacc,TNAP inh noacc,PMI activator,Diaph inh CS,HMGR II inh,G6PDH CS,Diaph act CS,PMI act hi M6P,FLuc act counter
Cc1ccc(C(=O)Cn2c(N3CCOCC3)nc3c2c(=O)n(C)c(=O)n3C)cc1,-10,1.1,-13,1.1,13,-3,2,0.9,1.1,1.1
ClC(Br)=C(n1cnc2ccccc21)n1cnc2ccccc21,-4,1,-11,0.8,24,-1,13,0.8,0.8,1.1
Cc1cc(C)n2nc(C(=O)NCc3ccccc3)cc2n1,-6,1.1,-14,1.1,-1,-2,4,1,1,1.1
O=Cc1ccc(-c2nc3ccccc3s2)o1,-1,1,-6,0.9,12,-3,8,0.9,0.9,0.6
Fc1ccc(NC(=S)N2CCSC2c2cccs2)cc1 (stereo not drawn),-4,1,-12,1.1,13,-6,6,0.9,1.2,1.1
Cc1ccc(C(=O)Nc2cnc3ccccc3c2)cc1,-4,1,2,0.9,12,1,4,0.9,0.9,0.1
CCOc1ccccc1NC(=O)N1CCCC(c2nc3c(nnn3Cc3ccc(C)cc3)c(=O)[nH]2)C1 (stereo not drawn),-1,1,-2,0.8,25,-1,6,0.7,0.8,1
Oc1ccc(-c2cn3c(n2)SCC3)cc1O,5,0.9,49,0.4,52*,-1,24,0.5,0.5,0.9
Cc1cc(C)nc(NC2=NCC(=O)N2c2cc(Cl)cc(Cl)c2)n1,-7,1.1,-6,1,11,2,3,0.9,1.1,1.1
CNC(=O)Cc1csc2ccc(Cl)cc12,-1,1,-4,1,-4,0,-4,1,1,1
CCCCOCC1CC(CC#CCN2CCCCC2)C(=O)O1 (stereo not drawn),-1,1,-8,1.1,10,-6,3,0.9,1.1,1
Cc1ccc(S(=O)(=O)CCc2nnc(NC(=O)c3cccs3)s2)cc1,-2,1,-3,0.9,1,-2,8,1,1,1.1
CCC(C)NC(=O)c1ccc2c(SCC(=O)O)c3c(nc2c1)CCCC3 (stereo not drawn),-2,1,-7,1.1,11,-1,1,0.9,1,1
CCN(CC)CC(=O)NCC1(c2ccccc2)CCCC1,-9,1.1,-13,1,2,-2,-1,1,1.1,1.1
COc1ccc(NC(=O)c2ccc3c(c2)OCO3)cc1Cl,-1,1,-7,1,16,0,4,0.8,1,0.4
c1ccc2c(Cn3ccnc3)c[nH]c2c1,-2,1,7,0.9,12,-3,3,0.9,0.9,1
O=C1CCCCC(=O)c2ccccc2N1,-3,1,-10,0.9,2,3,3,1,1,1
Cc1occc1C(=O)NNC(=S)NCc1ccc(Cl)cc1,-5,1.1,-101,1.2,0,-2,4,1,1,1.1
Cc1csc(NC(=O)CSc2nc3sc(C)c(C)c3c(=O)[nH]2)n1,-6,1.1,-17,0.7,3,-3,-4,1,0.9,1.1
CCN1C(=O)/C(=C\c2cn(-c3ccccc3)nc2-c2cccnc2)SC1=S,10,0.9,-10,0.9,10,0,-3,0.9,0.8,1
Cn1cc(CC(=O)N2CCN(c3ccccc3F)CC2)c2ccccc21,-10,1.1,-18,1,18,-4,-1,0.8,1,1.1
CCCCn1c(-c2ccco2)n[nH]c1=S,-2,1,22,0.9,22,-1,15,0.8,0.9,0.9
c1ccc(COc2nsnc2N2CCOCC2)cc1,-8,1.1,-12,1,26,3,13,0.7,1,1.1
CCNc1cccc2c1C(=O)N(C)C2=O,-1,1,-13,1,11,-4,1,0.9,1,1.1
Cc1cc(N2CCCC2)ccc1/C=C1/C(=O)N(C)C(=S)N1C,27,0.7,26,0.8,13,-2,7,0.9,0.7,1
COc1ccccc1C(=O)Nc1ccc(Oc2nnc(-c3ccc(C)cc3)c3ccccc23)cc1,2,1,3,0.8,13,-5,-24,0.9,0.9,1
COc1cccc(/C=C2\SC(=S)N(NC(=O)c3ccncc3)C2=O)c1,0,1,-7,.,.,-1,11,.,.,0.9
C=C(C)CN(CC)C(=O)c1ccc(OC2CCN(S(=O)(=O)N(C)C)CC2)cc1,-3,1,-1,1,-4,1,14,1,1,1
c1cncc(CNc2ncnc3sccc23)c1,-2,1,-169,1.1,1,-6,3,1,1,1
CC12CN3CCN(CC(C3)/C1=N/NC(=O)Nc1ccccc1)C2,-7,1.1,-9,0.9,17,-2,16,0.8,0.9,1
COc1ccc(NC(=O)NCCCN2CCCC2=O)cc1,1,1,-2,0.9,-3,-7,2,1,0.9,1
CC(C)(C)/C(O)=C/c1nc2ccccc2[nH]c1=O,10,0.9,-2,0.8,5,4,-14,0.9,0.9,1
CCOc1ccccc1NC(=O)NCc1ccc(F)cc1,-2,1,-6,0.9,17,0,5,0.8,0.9,0.9
CNC(=O)NC1CCCc2ccccc21 (stereo not drawn),-4,1,-8,1,19,0,1,0.8,1,1
CCN1CCN(c2nc3c(C)cccn3c(=O)c2/C=C(\C#N)S(=O)(=O)c2ccc(C)cc2)CC1,-5,1,4,1,18,-2,5,0.8,1,1.1
Cc1ccc(-c2nc(N)n(C(=O)c3cccs3)n2)cc1,2,1,-2,1,3,-4,2,1,1,1.1
CC(C)=C(NC(=O)c1ccccc1)C(=O)Nc1cccc(C(=O)O)c1,-3,1,-9,1,8,4,6,0.9,1,1
O=C1CC(c2ccccc2)CC(O)=C1C=NCCCN1CCOCC1 (stereo not drawn),2,1,0,1,12,-6,11,0.9,0.9,1
CC(C)N(C(=O)CN1C(=O)NC2(CCCCCC2)C1=O)C(C)C,-3,1,-12,0.9,8,-6,6,0.9,1,1
O=C(O)CSCC(=O)Nc1ccc(S(=O)(=O)N2CCCCC2)cc1,1,1,-6,1,1,0,-1,1,0.9,1
COc1ccc(-c2cc(C(=O)c3c(N)n(C)c(=O)n(C)c3=O)c3ccccc3n2)cc1OC,-4,1,-3,1.1,4,-4,2,1,1,0.4
O=C(O)c1ccc2c3c(cccc13)C(=O)N(c1ccccc1)C2=O,1,1,-7,1.2,33,-1,6,0.7,1.1,1
O=C1CN(Cc2cc(=O)oc3cc4c(cc23)CCC4)CCN1,-6,1.1,-13,1,11,-1,3,0.9,1,1
Cc1nc2nc3c(cn2n1)C(=O)CCC3,-3,1,4,1,-7,-10,8,1.1,1.1,1
COc1ccc(S(=O)(=O)Cc2ccc(C(=O)N3CCN(C4CCCCC4)CC3)o2)cc1,-4,1,-9,0.9,18,2,8,0.8,0.9,1

# Looked up above:
# For G6PDH CS, `CC(C)N(C(=O)CN1C(=O)NC2(CCCCCC2)C1=O)C(C)C` shows 6
# For TNAP inh hiacc, `O=C(O)c1ccc2c3c(cccc13)C(=O)N(c1ccccc1)C2=O` shows 1

# The list continues.
SMILES,TNAP inh hiacc,TNAP act hiacc,TNAP inh noacc,PMI activator,Diaph inh CS,HMGR II inh,G6PDH CS,Diaph act CS,PMI act hi M6P,FLuc act counter
C=CCNC(NC(=O)c1ccccc1)(C(=O)OCC)C(F)(F)F (stereo not drawn),-4,1,2,1,7,-6,8,0.9,1,1.1
COc1ccc(C(=O)Nc2c(F)c(F)c(F)c(F)c2F)c(OC)c1,-7,1.1,-6,1,17,-3,2,0.8,1,1.1
O=C(CSc1ncnc2ccccc12)c1cccs1,2,1,-8,0.7,17,0,1,0.8,0.9,0.3
O=C(O)c1ccc(N/N=C/c2cn(-c3ccccc3)nc2-c2cccs2)cc1,0,1,1,1.6,9,1,2,0.9,1.7,0.1
COc1ccccc1NC(=O)Cn1c(=O)n(CCc2c[nH]c3ccccc23)c(=O)c2cccnc21,-2,1,-3,0.9,13,1,15,0.9,0.9,1
Cc1c(NC(=O)c2ccc(=O)oc2)c(=O)n(-c2ccccc2)n1C,1,1,-6,1,17,2,29,0.8,1.1,1
Cc1[nH]nc2c1C(c1ccc(N(C)C)cc1)C1=C(CC(C)(C)CC1=O)N2 (stereo not drawn),-7,1.1,-32,1,8,-4,-1,0.9,0.9,1
CCOC(=O)N1CCN(C(=O)Nc2ccc3nccnc3c2)CC1,-2,1,-8,0.8,24,1,14,0.8,0.4,1
O=C(Cn1cnc([N+](=O)[O-])c1)Nc1cc(Oc2ccc(Cl)cc2Cl)cc([N+](=O)[O-])c1,0,1,1,0.9,24,-2,2,0.8,0.9,1
O=C(N/N=C/c1cn(-c2ccccc2)nc1-c1ccc(F)cc1)c1ccc2c(c1)OCO2,1,1,-5,0.9,8,-6,6,0.9,0.9,1
Cc1ccc(S(=O)(=O)N2CCN(C(=O)COc3ccc(NC(=O)c4ccco4)cc3)CC2)cc1,-3,1,-14,1,2,-1,-2,1,1,1
Cc1ccccc1OCC(=O)NNC(=O)Nc1ccccc1,3,1,-79,.,.,-2,10,.,.,1
COC(=O)c1sc2ccccc2c1-n1cccc1C(=O)C(=O)Nc1ccc(C)cc1,-4,1,-5,0.9,5,0,1,0.9,1,1
CC(C)CNC(=S)N1CCN(C)CC1,3,1,10,1.1,7,-4,11,0.9,1,1.1
CCOC(=O)Cc1csc(/C(=N/O)C(N)=O)n1,-3,1,-11,0.8,18,-2,24,0.8,0.9,1
Cc1csc(NC(=O)c2ccc(C)o2)n1,-3,1,-4,1,8,2,-1,0.9,1,0.7
CCS(=O)(=O)NCCCc1ccccc1,-1,1,-8,1,-7,-2,5,1.1,1,1
Cc1oc(-c2cccs2)nc1CN1CCN(CCC(C)C)C(CCO)C1 (stereo not drawn),-10,1.1,-15,.,.,-3,13,.,.,1.1
O=C(Nc1ccc(Cl)cc1)Nc1nnc(-c2ccncc2)s1,2,1,-16,1,5,-16,1,0.9,1,1
Cc1ccccc1-n1c(SCC(=O)c2c(N)n(C)c(=O)n(C)c2=O)nnc1-c1cccnc1,-3,1,-7,1,7,-1,-5,0.9,0.9,1

# Some of the entries so far, with values under each structure:
# Sequence of screens – TNAP inh hiacc	TNAP act hiacc	TNAP inh noacc	PMI activator	Diaph inh CS	HMGR II inh	G6PDH CS	Diaph act CS	PMI act hi M6P	FLuc act counter
Cc1csc(NC(=O)c2ccc(C)o2)n1
  -3	1	-4	1	8	2	-1	0.9	1	0.7
CCS(=O)(=O)NCCCc1ccccc1
  -1	1	-8	1	-7	-2	5	1.1	1	1
Cc1oc(-c2cccs2)nc1CN1CCN(CCC(C)C)C(CCO)C1 (stereo not drawn)
  -10	1.1	-15	.	.	-3	13	.	.	1.1
O=C(Nc1ccc(Cl)cc1)Nc1nnc(-c2ccncc2)s1
  2	1	-16	1	5	-16	1	0.9	1	1
Cc1ccccc1-n1c(SCC(=O)c2c(N)n(C)c(=O)n(C)c2=O)nnc1-c1cccnc1
  -3	1	-7	1	7	-1	-5	0.9	0.9	1

# Screening results from PubChem.
